Screens (PubChem)
CHRM4 PAM: potentiates acetylcholine response at human M4 receptor | CHO-K1 hM4/Gqi5, Fluo-8 calcium fluorescence, ACh EC20; 0% = ACh EC20, 100% = maximal ACh | activation, % at 3 µM | actives 0.4% (n = 360,000) | AID 624126;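 active means activation above its plate's cutoff, the mean activation of sample wells plus 3 SD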; further: some results filed as inactive read as strong as hits
CRFBP-R2 agonist: CRF-BP/CRF-R2 complex agonism; HEK293 CRF-R2/CRF-BP, calcium dye fluorescence (FLIPR); percent of saturating CRF peptide response; activation, % at 13.2 µM; actives 0.46% (n = 350,000); AID 588473;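 active means activation of at least 50%, plus an integration ratio under a set limit after plate pattern correction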;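 further: plate controls were neutral control wells without compound for no effect and CRF at EC100 for full effect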
CHO-K1 Ca PAM: nonselective activator or artifact in parental CHO-K1 calcium assay; ATP EC20, Fluo-8 calcium fluorescence; 0% at ATP EC20, 100% at ATP max; actives 0.02% (n = 360,000); activation, % at 3 µM;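 active means activation above the run cutoff, the mean activation of all test compounds plus 3 SD, cut at about 40% in these data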;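 further: peak over basal fluorescence ratio in a 140 s read after ATP addition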
CHRM5 antagonist: antagonists of human muscarinic M5 receptor (CHRM5); P08912; CHO-hM5 cells, Fluo-8 calcium fluorescence, ACh EC80; inhibition, % at 3 µM; actives 0.59% (n = 360,000); AID 624040;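 active means inhibition above a per-plate cutoff, the mean of that plate's test compounds plus 3 SD, cut at about 27% in these data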;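 further: 0% = acetylcholine EC80 with DMSO and 100% = DMSO without agonist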
Target sequence (P08912 whole entry, looked up): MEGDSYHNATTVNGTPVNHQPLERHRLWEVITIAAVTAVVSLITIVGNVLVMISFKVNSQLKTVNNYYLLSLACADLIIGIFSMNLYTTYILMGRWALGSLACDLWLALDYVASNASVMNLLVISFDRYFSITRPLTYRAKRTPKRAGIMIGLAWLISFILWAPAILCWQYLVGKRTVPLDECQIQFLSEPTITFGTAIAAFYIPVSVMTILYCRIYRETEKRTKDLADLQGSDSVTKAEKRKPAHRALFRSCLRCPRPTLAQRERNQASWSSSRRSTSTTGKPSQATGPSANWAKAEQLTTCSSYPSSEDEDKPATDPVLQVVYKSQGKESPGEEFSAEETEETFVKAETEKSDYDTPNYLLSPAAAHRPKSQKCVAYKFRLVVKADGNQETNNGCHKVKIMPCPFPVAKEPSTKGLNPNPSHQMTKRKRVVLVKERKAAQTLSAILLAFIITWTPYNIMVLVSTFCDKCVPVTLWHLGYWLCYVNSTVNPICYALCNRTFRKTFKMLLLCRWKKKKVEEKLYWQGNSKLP
TAAR1 antag: antagonists of human TAAR1 | AID 624466 | actives 1.5% (n = 360,000) | CHO RD-HGA16 TAAR1, Fluo-8 calcium fluorescence, antagonist | inhibition, % at 3 µM | Q96RJ0;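 active means inhibition above a per-plate cutoff, the mean inhibition of test compounds on that plate plus 3 SD, cut at about 49% in these data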;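 further: 0% = DMSO plus EC80 beta-PEA response and 100% = DMSO alone without agonist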
Target sequence (Q96RJ0 whole entry, looked up): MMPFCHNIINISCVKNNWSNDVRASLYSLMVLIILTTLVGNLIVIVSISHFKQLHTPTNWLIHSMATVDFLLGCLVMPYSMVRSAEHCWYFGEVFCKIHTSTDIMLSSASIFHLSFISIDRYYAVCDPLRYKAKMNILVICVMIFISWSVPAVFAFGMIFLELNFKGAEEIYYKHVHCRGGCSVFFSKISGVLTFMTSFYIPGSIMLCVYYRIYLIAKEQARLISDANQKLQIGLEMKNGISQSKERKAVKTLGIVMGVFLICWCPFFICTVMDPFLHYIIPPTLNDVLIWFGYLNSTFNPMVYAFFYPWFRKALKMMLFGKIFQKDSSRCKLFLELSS
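System: RD-HGA16 CHO cells with stable hTAAR1 and Gα16 | Probe or stimulus: EC80 β-phenethylamine stimulus | Dosing: 3 µM, single point | Times: Dye loading 75 min at 37 °C, then 30 min room temperature | Measured by: Fluo-8 calcium-sensitive fluorescence | Read-out basis: % inhibition of agonist calcium response | Replicates: n of 1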
CRFR2-BP antag: antagonists of CRF-binding protein/CRF-R2 receptor complex; HEK293 CRF-R2/CRF-BP, CRF-induced calcium fluorescence; inhibition, % at 11.8 µM; actives 0.59% (n = 350,000); AID 588475;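 active means inhibition of the ligand-induced calcium signal above about 50% at the single tested concentration, limit read from the data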
CHRM5 PAM: potentiates acetylcholine response at human M5 receptor. CHO-K1 hM5, Fluo-8 calcium, ACh EC20 PAM; 0% = ACh EC20, 100% = ACh EC100. actives 0.3% (n = 360,000). P08912. activation, % at 3 µM. AID 624038;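 active means activation above the run cutoff, the mean activation of all test compounds plus 3 SD, cut at about 18% in these data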
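Assay system: CHO-K1 hM5 cells. Also added: acetylcholine at EC20 concentration, added after compound. Dosing: 3 µM, single dose. Times: compound preincubation 140 s before EC20 acetylcholine addition. Signal: Fluo-8 calcium fluorescence. Measure: % activation relative to EC20 and EC100 ACh responses. Repeats: singlicate, one well per test compound.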
TAAR1 ag: human TAAR1 agonism | Q96RJ0 | CHO RD-HGA16 TAAR1, Fluo-8 calcium fluorescence; vehicle wells 0%, saturating PEA agonist 100% | activation, % at 3 µM | actives 0.99% (n = 360,000) | AID 624467;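 active means activation above the mean activation of all test compounds in the run plus 3 SD, cut at about 38% in these data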
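System: CHO RD-HGA16 cells carrying human TAAR1 plus Gα16; Incubation: 17-24 h seeding, 75 min 37 °C dye, 30 min RT; Measured by: Fluo-8 fluorescence, 5 s baseline then 140 s kinetic read; Control set: DMSO and PEA EC100; Replication: single well for each compound.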
CHRM5 agonist: agonists of human muscarinic M5 receptor (CHRM5). P08912. CHO-K1 hM5 cells, Fluo-8 calcium fluorescence; 0% DMSO wells, 100% maximal acetylcholine response. activation, % at 3 µM. actives 0.19% (n = 360,000). AID 624037;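 active means activation above the run's mean over test compounds plus 3 SD, cut at about 23% in these data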;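 further: signal is peak over basal fluorescence ratio across the kinetic read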
Active calls of the source: *; nt = no result given.

Every second line gives: CHRM4 PAM | CRFBP-R2 agonist | CHO-K1 Ca PAM | CHRM5 antagonist | TAAR1 antag | CRFR2-BP antag | CHRM5 PAM | TAAR1 ag | CHRM5 agonist
1) Cc1c(Br)c([N+](=O)[O-])nn1CC(=O)NCCc1c[nH]c2ccccc12
  -21 | -0.9 | -10 | 25 | 8 | 16 | -18 | 3 | -5
2) CC1CCCCC1NCC(=O)Nc1ccccc1-c1ccccc1 (centres undefined)
  1 | 0.5 | 20 | -12 | -10 | -19 | 3 | 8 | -13
3) O=C(OCc1cc2ccccc2[nH]c1=O)c1cccs1
  -7 | 1.1 | 11 | -2 | 4 | -14 | -3 | 3 | -3
4) Cc1ccc(C)c(CC(=O)N2CCCC(c3cc(C(=O)NCc4ccccc4)no3)C2)c1 (centres undefined)
  3 | nt | 24 | 1 | 0 | nt | -3 | 0 | -1
5) Cc1nc(SCC(O)CCl)c([N+](=O)[O-])[nH]1 (centres undefined)
  3 | 6.8 | 14 | 4 | -8 | 7 | -2 | 4 | 0
6) Cn1c(=O)c2c(n(C)c1=O)n(C)c(=O)n2C
  1 | nt | 10 | 8 | -14 | nt | -4 | 1 | 1
7) O=C(CSc1nnc(Cn2c(=O)sc3ccccc32)n1-c1ccccc1)NCc1ccco1
  5 | 1.2 | 17 | -3 | -6 | 16 | 1 | 1 | 2
8) CC(=O)c1ccccc1OCCOCCOCCOc1ccccc1C(C)=O
  -6 | -1.9 | 4 | 0 | -13 | -1 | -1 | 2 | 0
9) COc1ccc2nc(-c3ccccc3)cc(OC)c2c1
  2 | -1.0 | 22 | -1 | 3 | 3 | -8 | 4 | -6
10) NC(=O)CC(NC(=O)Cc1cccc2ccccc12)c1ccc(NC2CC3CCC2C3)c([N+](=O)[O-])c1 (centres undefined)
  10 | -1.3 | 8 | -7 | 2 | 10 | 19* | 20 | 5
11) c1ccc(-n2nnnc2NC2CCCCC2)cc1
  4 | -4.7 | -7 | -5 | 9 | -4 | 0 | 6 | 4
12) CCOC(=O)CSc1nc(CC)nc2ccccc12
  1 | -0.3 | 14 | 1 | 1 | -14 | -3 | -1 | -3
13) CC(=O)N(C(C)=O)c1ncn(C)c1S(=O)(=O)Nc1ccccc1
  7 | -3.7 | 17 | 16 | 13 | 6 | -8 | 0 | 0
14) O=C(Nc1ccc(S(=O)(=O)N2CCCC2)cc1)C1CC(=O)N(CCc2ccccc2)C1 (centres undefined)
  8 | -2.9 | 8 | 9 | -7 | -10 | -3 | 4 | -2
15) CCCN1CCN(CCCNC(=O)CN2C(=O)COc3ccc(C(C)(C)C)cc32)CC1
  2 | 4.4 | 17 | 1 | -11 | -4 | -1 | 0 | -2
16) O=C1c2ccccc2C(=O)N1CCC(=O)N1CCc2ccccc21
  1 | -1.0 | -2 | 8 | 7 | -35 | -3 | 0 | -3
17) O=C(O)CSc1c(-c2cccs2)[nH]c2ccccc12
  4 | -0.5 | -5 | -4 | -1 | -8 | -5 | 0 | -3
18) COc1ccc(NC(=O)c2[nH]c(C)c(C(C)=O)c2C)cc1
  9 | -1.5 | 9 | -5 | -25 | 1 | 4 | 6 | -3
19) CN(CCc1ccccn1)C(=O)CCC1CCCN(C(=O)c2n[nH]c3c2CCCC3)C1 (centres undefined)
  -8 | 2.0 | 8 | 9 | 2 | 11 | 1 | 1 | -5
20) COc1ccc(C2/C=C\CN(S(=O)(=O)c3ccc(-c4ccccc4)cc3)CC(=O)N2Cc2ccc(F)cc2)cc1 (centres undefined)
  -2 | 3.8 | -8 | 10 | 6 | 3 | -14 | 18 | 4
21) CCCc1nnc(NC(=O)CCC(=O)NCc2ccccc2)s1
  7 | 0.5 | 5 | -5 | -12 | 6 | 6 | 0 | -1
22) COC(=O)c1ccc(/C=C2\CCn3c2nc2cc(C(=O)O)ccc2c3=O)cc1
  2 | 0.1 | 6 | 2 | nt | -18 | -1 | nt | -1
23) Cc1ccnc(NS(=O)(=O)c2ccc(NC(=O)Cc3ccc(Br)cc3)cc2)n1
  -1 | 3.6 | 3 | 5 | 4 | -25 | -3 | 1 | -3
24) O=C(CSCc1ccc(Cl)cc1)N/N=C/c1ccc(OCC(=O)Nc2ccccc2)cc1
  -14 | 2.9 | 13 | 14 | 57* | -11 | -15 | 9 | 0
25) CC(C)(C)c1ccc(C(=O)NC(Cc2ccccc2)C(=O)O)cc1 (centres undefined)
  8 | nt | 8 | -2 | 10 | nt | 4 | 9 | 0
26) CN(c1ccccc1)S(=O)(=O)c1ccc(C(=O)NCc2ccccc2F)cc1
  4 | 1.5 | -4 | 6 | -2 | -12 | -4 | 8 | -3
27) CCN1C(=O)/C(=C\c2ccncc2)SC1=Nc1ccc(C)c(C)c1
  -2 | 1.4 | 9 | -8 | 1 | -48 | 1 | -1 | -2
28) CC1(C)CC(=O)C2=C(C1)OC(N)=C(C#N)C2c1ccccc1[N+](=O)[O-] (centres undefined)
  -3 | 27 | 13 | 20 | 8 | -2 | -6 | 10 | -1
29) CCOC(=O)c1cccc(NC(=O)CN2C(=O)C3CC=CCC3C2=O)c1 (centres undefined)
  -4 | -2.3 | 23 | 17 | -27 | -16 | -8 | 1 | -2
30) CC(C)C(C(=O)OCC(=O)c1cccc([N+](=O)[O-])c1)N1C(=O)[C@@H]2[C@H]3CC[C@H](C3)[C@@H]2C1=O (some centres undefined)
  -4 | -1.2 | 13 | 8 | -7 | -7 | -7 | 2 | 1

Printed as active in TAAR1 antag (from the list above):
| No. | SMILES | CHRM4 PAM | CRFBP-R2 agonist | CHRM5 antagonist | TAAR1 antag | CRFR2-BP antag | CHRM5 PAM | CHRM5 agonist |
| --- | --- | --- | --- | --- | --- | --- | --- | --- |
| 24 | O=C(CSCc1ccc(Cl)cc1)N/N=C/c1ccc(OCC(=O)Nc2ccccc2)cc1 | -14 | 2.9 | 14 | 57* | -11 | -15 | 0 |

Continuation.
Every second line gives: CHRM4 PAM | CRFBP-R2 agonist | CHO-K1 Ca PAM | CHRM5 antagonist | TAAR1 antag | CRFR2-BP antag | CHRM5 PAM | TAAR1 ag | CHRM5 agonist
31) CCCn1c(NC(=O)c2ccccc2Br)nc2ccccc21
  -9 | 0.3 | 21 | 12 | -13 | -5 | -3 | 0 | -12
32) Cc1cccc(N2CCN(C(=O)C3CCN(c4nnc(-n5cccc5)s4)CC3)CC2C)c1 (centres undefined)
  -14 | -0.9 | -10 | 9 | 49* | -14 | -18 | 7 | 5
33) COc1ccc(CN(C(=O)c2nsc(Cl)c2Cl)C(C(=O)NC2CCCC2)c2ccc(C)cc2)cc1 (centres undefined)
  -11 | 4.6 | 7 | 5 | 16 | -37 | -9 | 1 | -4
34) O=C(c1coc2ccccc2c1=O)N1CCN(c2cccc(C(F)(F)F)c2)CC1
  -8 | 0.2 | 3 | 1 | -25 | -8 | -5 | -4 | -1
35) Cc1ccc(-c2nc(C#N)c(NCC3CCCO3)o2)cc1 (centres undefined)
  0 | -0.6 | 10 | 6 | -21 | -10 | 3 | 4 | -6
36) CCN(CC(=O)Nc1c(F)cccc1F)C(=O)C1CCN(S(=O)(=O)c2ccc(C)cc2C)CC1
  2 | -0.3 | 4 | 5 | -1 | 1 | -2 | 1 | -1
37) CC(=O)OC1(C(F)(F)F)Oc2ccccc2NC1=O (centres undefined)
  9 | -1.3 | 14 | 0 | -2 | 0 | 0 | -2 | -4
38) COCCNC(=O)/C(C#N)=C1\N=C(NC(=O)c2ccco2)c2ccccc21
  6 | 0.2 | -1 | -4 | -14 | -24 | -5 | 0 | -1
39) Nc1nc2c(s1)COc1ccccc1-2
  4 | 2.6 | 8 | 8 | -10 | -7 | -3 | -1 | -3
40) CC(NCc1nc2ccccc2n1C)C12CC3CC(CC(C3)C1)C2 (centres undefined)
  -8 | -0.9 | 22 | 4 | -19 | -11 | 4 | 3 | -3
41) C/C(=N/NC(=O)c1nnn(-c2nonc2N)c1-c1ccccc1)c1ccc2c(c1)OCO2
  3 | 2.6 | 9 | 0 | 22 | -65 | 8 | 27 | 5
42) Cn1c(NC(=O)c2ccc(F)cc2)nc2ccccc21
  -4 | -3.2 | 15 | 10 | 0 | -11 | 4 | -1 | 3
43) Cc1cc(C(=O)N2CCCC(C(=O)c3ccc(Oc4ccccc4)cc3)C2)n[nH]1 (centres undefined)
  -9 | -0.5 | 17 | 4 | 15 | -7 | -6 | 3 | -1
44) Cc1ccc(-c2nn(-c3ccccc3)cc2C(=O)N2CCN(C3CCS(=O)(=O)C3)CC2)cc1 (centres undefined)
  8 | 0.7 | 2 | 4 | -6 | -4 | -6 | 1 | 1
45) Cn1cc(C=O)c2cc(F)ccc21
  3 | 0.5 | 17 | -3 | -7 | 12 | 8 | 3 | 0
46) O=C(COC(=O)C1CC1)NCc1ccc(Cl)cc1Cl
  2 | -2.7 | 15 | -3 | -10 | 5 | 9 | -2 | -1
47) O=C(COC(=O)CC12CC3CC(CC(C3)C1)C2)Nc1cccnc1Cl
  1 | 3.9 | 19 | 0 | -11 | -4 | 8 | 1 | 1
48) Cc1ccc(S(=O)(=O)N(CC(=O)Nc2ccc(C)cc2C)C(=O)N2CCN(C)CC2)cc1
  0 | 0.4 | 13 | 2 | -7 | 26 | 10 | 2 | -2
49) Cc1ccc(OCC(=O)Nc2ccc3c(c2)nc(CCN2CCCCC2)n3C)cc1
  -7 | 0.1 | 11 | 3 | -7 | 1 | -4 | 1 | -7
50) Clc1nc(-c2ccccn2)nc2scc(-c3ccccc3)c12
  -3 | -1.7 | 13 | -5 | -8 | -14 | 0 | 2 | 2
51) Cc1cc(C(=O)N/N=C2\CC(=O)CC(C)(C)C2)n[nH]1
  1 | -0.1 | 11 | 3 | -21 | -3 | -1 | 4 | 1

Grouped by structure: those above with fluorine.
Every second line gives: CHRM4 PAM | CRFBP-R2 agonist | CHO-K1 Ca PAM | CHRM5 antagonist | TAAR1 antag | CRFR2-BP antag | CHRM5 PAM | TAAR1 ag | CHRM5 agonist
20) COc1ccc(C2/C=C\CN(S(=O)(=O)c3ccc(-c4ccccc4)cc3)CC(=O)N2Cc2ccc(F)cc2)cc1 (centres undefined)
  -2 | 3.8 | -8 | 10 | 6 | 3 | -14 | 18 | 4
26) CN(c1ccccc1)S(=O)(=O)c1ccc(C(=O)NCc2ccccc2F)cc1
  4 | 1.5 | -4 | 6 | -2 | -12 | -4 | 8 | -3
34) O=C(c1coc2ccccc2c1=O)N1CCN(c2cccc(C(F)(F)F)c2)CC1
  -8 | 0.2 | 3 | 1 | -25 | -8 | -5 | -4 | -1
36) CCN(CC(=O)Nc1c(F)cccc1F)C(=O)C1CCN(S(=O)(=O)c2ccc(C)cc2C)CC1
  2 | -0.3 | 4 | 5 | -1 | 1 | -2 | 1 | -1
37) CC(=O)OC1(C(F)(F)F)Oc2ccccc2NC1=O (centres undefined)
  9 | -1.3 | 14 | 0 | -2 | 0 | 0 | -2 | -4
42) Cn1c(NC(=O)c2ccc(F)cc2)nc2ccccc21
  -4 | -3.2 | 15 | 10 | 0 | -11 | 4 | -1 | 3
45) Cn1cc(C=O)c2cc(F)ccc21
  3 | 0.5 | 17 | -3 | -7 | 12 | 8 | 3 | 0
